High-throughput results: PubChem, several laboratories
NALP1 yeast inh: blocks the NALP1 inflammasome reconstituted in yeast. S. cerevisiae NALP1/ASC/caspase-1 growth, X-gal OD620, 72 h. inhibition, % at 10 µM. AID 2071. actives 0.61% (n = 280,000); in the data active means inhibition mostly above about 24%, no sharp cut-off; inactive means mostly below about 32%; further: some compounds called inactive have numbers as strong as hits
MEKK3 PB1 HTS: modulators (inhibitors or enhancers) of MEK5 binding to human MEKK3 PB1 domain | Q99759 | bead-based flow cytometry, Alexa488-MEK5 binding to MEKK3; actives lie on both sides; 0 = blocked by unlabeled MEK5, 100 = vehicle | binding response (% of control), % at 10 µM | actives 1.4% (n = 290,000);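 active means binding response more than 3 SD above or below the average of its plate-row segment, actives on both sides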;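 further: Alexa488 bead fluorescence after subtracting the streptavidin-only scavenger bead signal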
Target sequence (Q99759 whole entry, looked up, the tested form may be a part): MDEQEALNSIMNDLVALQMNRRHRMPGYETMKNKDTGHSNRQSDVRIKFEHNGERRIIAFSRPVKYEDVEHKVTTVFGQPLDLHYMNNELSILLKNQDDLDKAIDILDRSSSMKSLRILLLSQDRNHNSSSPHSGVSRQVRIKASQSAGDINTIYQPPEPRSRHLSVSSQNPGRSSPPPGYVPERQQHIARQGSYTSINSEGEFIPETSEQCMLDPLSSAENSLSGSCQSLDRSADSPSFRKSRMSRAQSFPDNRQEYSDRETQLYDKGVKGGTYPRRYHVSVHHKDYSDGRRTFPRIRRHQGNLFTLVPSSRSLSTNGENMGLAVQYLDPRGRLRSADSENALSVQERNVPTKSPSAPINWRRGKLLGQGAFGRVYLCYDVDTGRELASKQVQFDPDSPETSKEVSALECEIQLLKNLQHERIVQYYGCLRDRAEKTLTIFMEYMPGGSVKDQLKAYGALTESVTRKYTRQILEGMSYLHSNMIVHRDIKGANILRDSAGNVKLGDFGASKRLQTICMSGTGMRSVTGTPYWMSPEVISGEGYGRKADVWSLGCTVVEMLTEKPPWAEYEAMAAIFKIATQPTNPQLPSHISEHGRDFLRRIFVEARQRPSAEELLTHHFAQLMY
PHOSPHO1 block: blocks human PHOSPHO1 phosphatase activity. Q8TCT1. recombinant PHOSPHO1, absorbance phosphatase assay. actives 1.1% (n = 290,000). inhibition, % at 13.3 µM; in the data active means inhibition above about 60%
OXTR agonist: human OXTR agonism | CHO-OTR cells, Fluo-8 calcium fluorescence; normalized: DMSO 0%, oxytocin 100% | actives 0.32% (n = 320,000) | AID 2435 | activation, % at 3 µM;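 active means activation above the mean of all tested compounds plus 3 SD, cutoff set per screening run, cut at about 20% in these data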;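 further: peak over basal fluorescence ratio from a 100 s FLIPR kinetic read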
Target sequence (P30559 whole entry, looked up): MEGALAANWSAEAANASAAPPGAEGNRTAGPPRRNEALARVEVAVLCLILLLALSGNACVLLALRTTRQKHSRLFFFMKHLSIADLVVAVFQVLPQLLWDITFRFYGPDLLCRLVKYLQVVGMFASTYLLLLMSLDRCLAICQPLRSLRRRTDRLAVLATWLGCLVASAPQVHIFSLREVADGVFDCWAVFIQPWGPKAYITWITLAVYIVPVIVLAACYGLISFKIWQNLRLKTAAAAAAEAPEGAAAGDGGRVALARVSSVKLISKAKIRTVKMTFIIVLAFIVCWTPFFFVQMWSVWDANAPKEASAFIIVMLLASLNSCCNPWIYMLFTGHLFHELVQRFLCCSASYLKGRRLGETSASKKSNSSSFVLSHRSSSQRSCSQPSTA
PfM18AAP inh: blocks P. falciparum M18 aspartyl aminopeptidase; inhibition, % at 7.35 µM; actives 1.2% (n = 290,000); recombinant PfM18AAP, H-Glu-NHMec fluorogenic cleavage;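 active means inhibition above the campaign mean inhibition over all tested compounds plus 3 SD, cut at about 28% in these data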;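 further: 0% = plate median of test compound wells and 100% = 2 mM ZnCl2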
DNA FID counter: fluorescent intercalator displacement, NS3 helicase counter-screen; actives 0.17% (n = 290,000); inhibition, % at 7.9 µM; DNA fluorescent intercalator displacement, fluorescence; AID 1845; in the data active means inhibition above about 37%;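 further: 0% = vehicle and 100% = reference compound; higher means more ethidium bromide displaced from hairpin DNA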
GPR7 antag: antagonists of human GPR7 (neuropeptides B/W receptor 1). actives 1.1% (n = 290,000). P48145. inhibition, % at 4.4 µM. GPR7-expressing cells, fluorescence antagonist assay; in the data active means inhibition above about 16%, passing the limit was not always enough;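 further: cells stimulated with the agonist NPW; 0% = agonist with vehicle and 100% = vehicle without agonist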
MEKK2mut PB1 HTS: signal of MEK5 binding to mutant human MEKK2 PB1 domain; bead flow cytometry, Alexa488-MEK5 binding to MEKK2 mutant; percent response, % at 10 µM; actives 0.35% (n = 290,000); in the data active means percent response above about 24%, passing the limit was not always enough; further: inactives centre near 1; some results filed as inactive read as strong as hits; reference of the scale not given here
MEKK2wt PB1 HTS: raises or lowers MEK5 binding to wildtype human MEKK2 PB1 domain; Q9Y2U5; bead flow cytometry, Alexa488-MEK5 binding to MEKK2 WT; actives lie on both sides; binding response (% of control), % at 10 µM; actives 1.1% (n = 290,000); AID 1531; in the data active means binding response below about 67% or above about 130%
Starred values were filed as active, the others as inactive.

For O=c1c2ccccc2nnn1Cc1ccc(Br)cc1 the results were NALP1 yeast inh 14, MEKK3 PB1 HTS 100, PHOSPHO1 block 35, OXTR agonist -1.7, PfM18AAP inh -10, DNA FID counter -3, GPR7 antag 5, MEKK2mut PB1 HTS -1 and MEKK2wt PB1 HTS 95.
O=C(NCC1CCS(=O)(=O)C1)Oc1ccccc1 (stereo unspecified) was read as NALP1 yeast inh -11, MEKK3 PB1 HTS 58, PHOSPHO1 block -28, OXTR agonist 0.3, PfM18AAP inh -3, DNA FID counter -2, GPR7 antag -6, MEKK2mut PB1 HTS -7 and MEKK2wt PB1 HTS 66.
CCOC(=O)Cn1c(=NC(=O)c2nc3ccccc3s2)sc2cc(S(N)(=O)=O)ccc21 was read as NALP1 yeast inh 34, MEKK3 PB1 HTS 95, PHOSPHO1 block -18, OXTR agonist 0.9, PfM18AAP inh -6, DNA FID counter 17, GPR7 antag -5, MEKK2mut PB1 HTS -2 and MEKK2wt PB1 HTS 92.
O=S(=O)(N/N=C1/CCCc2ccccc21)c1ccc(Br)cc1 was read as NALP1 yeast inh 8, MEKK3 PB1 HTS 112, PHOSPHO1 block 15, OXTR agonist -1.2, PfM18AAP inh -5, DNA FID counter -10, GPR7 antag 9, MEKK2mut PB1 HTS 7 and MEKK2wt PB1 HTS 101.
Screening CC1=CS(=O)(=O)CC1Sc1nc2ccccc2[nH]1 (stereo unspecified) returned NALP1 yeast inh 17, MEKK3 PB1 HTS 101, PHOSPHO1 block 17, OXTR agonist 0.0, PfM18AAP inh -2, DNA FID counter 4, GPR7 antag -8, MEKK2mut PB1 HTS 1 and MEKK2wt PB1 HTS 101.
Screening Cc1ccc(S(=O)(=O)N(C)C)cc1-n1c(SCC(=O)Nc2ccc(F)cc2)nc2ccccc2c1=O returned NALP1 yeast inh 25, MEKK3 PB1 HTS 103, PHOSPHO1 block -10, OXTR agonist 1.2, PfM18AAP inh 1, DNA FID counter -14, GPR7 antag -2, MEKK2mut PB1 HTS 12 and MEKK2wt PB1 HTS 93.
Screening N#Cc1c(N)nc2c(c1-c1ccc3c(c1)OCO3)CCCCCC2 returned NALP1 yeast inh 13, MEKK3 PB1 HTS 100, PHOSPHO1 block 9, OXTR agonist 0.2, PfM18AAP inh -2, DNA FID counter -9, GPR7 antag -9, MEKK2mut PB1 HTS -2 and MEKK2wt PB1 HTS 102.
`CC(c1ccco1)N(C(=O)c1ccc(C#N)cc1)c1ccccn1` (stereo unspecified) gave NALP1 yeast inh -23, MEKK3 PB1 HTS 98, PHOSPHO1 block -10, OXTR agonist 0.1, PfM18AAP inh -2, DNA FID counter -6, GPR7 antag -3, MEKK2mut PB1 HTS -1 and MEKK2wt PB1 HTS 97.
Screening Cn1c(=O)c2c(ncn2CC(=O)N/N=C/C(Cl)=C/c2ccccc2)n(C)c1=O returned NALP1 yeast inh 30, MEKK3 PB1 HTS 91, PHOSPHO1 block -6, OXTR agonist 2.9, PfM18AAP inh -1, DNA FID counter -4, GPR7 antag 3, MEKK2mut PB1 HTS -3 and MEKK2wt PB1 HTS 95.
`CCc1[nH]nc(C(=O)N2CCCC(Nc3ccc(C(C)C)cc3)C2)c1C` (stereo unspecified) gave NALP1 yeast inh 10, MEKK3 PB1 HTS 103, PHOSPHO1 block 18, OXTR agonist 0.5, PfM18AAP inh 6, DNA FID counter -35, GPR7 antag -11, MEKK2mut PB1 HTS 6 and MEKK2wt PB1 HTS 107.
Cc1ccc(C(C(=O)NC2CCCCC2)N2CCN(C(=O)c3ccco3)CC2)cc1 (stereo unspecified) was read as NALP1 yeast inh 10, MEKK3 PB1 HTS 111, PHOSPHO1 block 28, OXTR agonist -0.5, PfM18AAP inh 7, DNA FID counter -33, GPR7 antag -4, MEKK2mut PB1 HTS 4 and MEKK2wt PB1 HTS 107.
For CCCCN(C(=O)NC(=O)Nc1cccc(C)c1C)S(C)(=O)=O the results were NALP1 yeast inh 12, MEKK3 PB1 HTS 102, PHOSPHO1 block -23, OXTR agonist 14, PfM18AAP inh -10, DNA FID counter 2, GPR7 antag 17, MEKK2mut PB1 HTS 2 and MEKK2wt PB1 HTS 98.

3 structures from above, sorted by SMILES length, falling:
CCOC(=O)Cn1c(=NC(=O)c2nc3ccccc3s2)sc2cc(S(N)(=O)=O)ccc21 was read as NALP1 yeast inh 34, MEKK3 PB1 HTS 95, PHOSPHO1 block -18, OXTR agonist 0.9, PfM18AAP inh -6, DNA FID counter 17, GPR7 antag -5, MEKK2mut PB1 HTS -2 and MEKK2wt PB1 HTS 92.
Cc1ccc(C(C(=O)NC2CCCCC2)N2CCN(C(=O)c3ccco3)CC2)cc1 (stereo unspecified) was read as NALP1 yeast inh 10, MEKK3 PB1 HTS 111, PHOSPHO1 block 28, OXTR agonist -0.5, PfM18AAP inh 7, DNA FID counter -33, GPR7 antag -4, MEKK2mut PB1 HTS 4 and MEKK2wt PB1 HTS 107.
O=S(=O)(N/N=C1/CCCc2ccccc21)c1ccc(Br)cc1 was read as NALP1 yeast inh 8, MEKK3 PB1 HTS 112, PHOSPHO1 block 15, OXTR agonist -1.2, PfM18AAP inh -5, DNA FID counter -10, GPR7 antag 9, MEKK2mut PB1 HTS 7 and MEKK2wt PB1 HTS 101.

More records:
Screening CCOc1ccc(/C(CCC(=O)O)=N/NC(=S)NCCc2ccccc2)cc1 returned NALP1 yeast inh 13, MEKK3 PB1 HTS 106, PHOSPHO1 block 13, OXTR agonist -1.3, PfM18AAP inh -3, DNA FID counter -35, GPR7 antag -9, MEKK2mut PB1 HTS -4 and MEKK2wt PB1 HTS 100.
For CC(C)(C)N/N=C1\CC(c2ccccc2)Oc2ccccc21 (stereo unspecified) the results were NALP1 yeast inh 22, MEKK3 PB1 HTS 105, PHOSPHO1 block -4, OXTR agonist -1.1, PfM18AAP inh 3, DNA FID counter -3, GPR7 antag 1, MEKK2mut PB1 HTS 2 and MEKK2wt PB1 HTS 103.
`Cc1ccc(-n2c(C)cc(C(=O)CN3CCOCC3)c2C)cc1C` gave NALP1 yeast inh -1, MEKK3 PB1 HTS 120, PHOSPHO1 block 20, OXTR agonist -1.4, PfM18AAP inh 2, DNA FID counter -25, GPR7 antag -7, MEKK2mut PB1 HTS 0 and MEKK2wt PB1 HTS 104.
Screening COc1ccc(-c2cc(C(F)F)n3ncc(C(=O)Nc4cc(C)on4)c3n2)cc1 returned NALP1 yeast inh 43*, MEKK3 PB1 HTS 108, PHOSPHO1 block 37, OXTR agonist -1.2, PfM18AAP inh 0, DNA FID counter 0, GPR7 antag -10, MEKK2mut PB1 HTS 0 and MEKK2wt PB1 HTS 101.
Cc1cccc(NC(=O)CSc2nnnn2-c2cccnc2)c1 was read as NALP1 yeast inh 3, MEKK3 PB1 HTS 107, PHOSPHO1 block 24, OXTR agonist -0.2, PfM18AAP inh -3, DNA FID counter -1, GPR7 antag 7, MEKK2mut PB1 HTS 6 and MEKK2wt PB1 HTS 109.
`N#C/C(=C\c1ccc([N+](=O)[O-])cc1)c1ccccn1` gave NALP1 yeast inh 12, MEKK3 PB1 HTS 104, PHOSPHO1 block -10, OXTR agonist -2.6, PfM18AAP inh 6, DNA FID counter 1, GPR7 antag -10, MEKK2mut PB1 HTS -12 and MEKK2wt PB1 HTS 97.
Cn1c(CCC(=O)Nc2ccccc2F)nnc1SCC(=O)Nc1ccccc1Cl was read as NALP1 yeast inh 6, MEKK3 PB1 HTS 98, PHOSPHO1 block 2, OXTR agonist -0.3, PfM18AAP inh -2, DNA FID counter -12, GPR7 antag -1, MEKK2mut PB1 HTS -9 and MEKK2wt PB1 HTS 95.
`CCOC(=O)c1ccc(Oc2ccc(C(F)(F)F)cn2)cc1` gave NALP1 yeast inh -4, MEKK3 PB1 HTS 102, PHOSPHO1 block 24, OXTR agonist -0.9, PfM18AAP inh 1, DNA FID counter -1, GPR7 antag -11, MEKK2mut PB1 HTS 4 and MEKK2wt PB1 HTS 102.
`O=S1CCCSC1c1cccnc1` (stereo unspecified) gave NALP1 yeast inh 1, MEKK3 PB1 HTS 97, PHOSPHO1 block 0, OXTR agonist 2.6, PfM18AAP inh 2, DNA FID counter 3, GPR7 antag -7, MEKK2mut PB1 HTS 0 and MEKK2wt PB1 HTS 98.
O=C(Oc1ccc(-c2ccccc2)cc1)C1C2CCCCC21 (stereo unspecified) was read as NALP1 yeast inh 25, MEKK3 PB1 HTS 103, PHOSPHO1 block 8, OXTR agonist 0.2, PfM18AAP inh -6, DNA FID counter -9, GPR7 antag -8, MEKK2mut PB1 HTS 1 and MEKK2wt PB1 HTS 100.
`CN(CCc1ccccc1)C1CCCN(S(=O)(=O)N(C)C)C1` (stereo unspecified) gave NALP1 yeast inh 12, MEKK3 PB1 HTS 103, PHOSPHO1 block 24, OXTR agonist -1.1, PfM18AAP inh 0, DNA FID counter -3, GPR7 antag 6, MEKK2mut PB1 HTS 3 and MEKK2wt PB1 HTS 109.
For CCc1ccccc1NC(=O)c1cc(-c2ccc(F)cc2)on1 the results were NALP1 yeast inh 1, MEKK3 PB1 HTS 100, PHOSPHO1 block 2, OXTR agonist 1.1, PfM18AAP inh -4, DNA FID counter -4, GPR7 antag -22, MEKK2mut PB1 HTS 3 and MEKK2wt PB1 HTS 103.
COc1cc(C2NC(=O)C(C#N)=C(S)N2c2ccccc2)ccc1OC(C)C (stereo unspecified) was read as NALP1 yeast inh 26, MEKK3 PB1 HTS 91, PHOSPHO1 block 6, OXTR agonist 0.5, PfM18AAP inh 3, DNA FID counter -7, GPR7 antag -6, MEKK2mut PB1 HTS 2 and MEKK2wt PB1 HTS 106.
Screening O=C(CCN1C(=O)[C@@H]2Cc3ccccc3CN2C1=O)Nc1cccc(F)c1 returned NALP1 yeast inh 17, MEKK3 PB1 HTS 101, PHOSPHO1 block 33, OXTR agonist 2.6, PfM18AAP inh -6, DNA FID counter -13, GPR7 antag -14, MEKK2mut PB1 HTS 1 and MEKK2wt PB1 HTS 98.
COc1ccc(/C=C2\SC(=S)N(CCC(=O)NC3C=CS(=O)(=O)C3)C2=O)cc1 (stereo unspecified) was read as NALP1 yeast inh 5, MEKK3 PB1 HTS 97, PHOSPHO1 block 24, OXTR agonist -0.5, PfM18AAP inh 9, DNA FID counter -35, GPR7 antag 1, MEKK2mut PB1 HTS 7 and MEKK2wt PB1 HTS 96.
For CC1CCCC(NC(=O)COC(=O)c2ccccc2Sc2ccccc2C#N)C1C (stereo unspecified) the results were NALP1 yeast inh 28, MEKK3 PB1 HTS 96, PHOSPHO1 block 10, OXTR agonist -1.8, PfM18AAP inh -3, DNA FID counter -1, GPR7 antag -8, MEKK2mut PB1 HTS 0 and MEKK2wt PB1 HTS 98.
Screening Cc1cc(C)c(C#N)c(SCC(=O)Nc2ccc(S(=O)(=O)Nc3ncccn3)cc2)n1 returned NALP1 yeast inh 6, MEKK3 PB1 HTS 96, PHOSPHO1 block 20, OXTR agonist 0.0, PfM18AAP inh 7, DNA FID counter -31, GPR7 antag -11, MEKK2mut PB1 HTS -6 and MEKK2wt PB1 HTS 95.
Cc1cccc(N2CCN(C(=O)Cc3ccc(Br)cc3)CC2)c1C was read as NALP1 yeast inh 22, MEKK3 PB1 HTS 109, PHOSPHO1 block -22, OXTR agonist -1.0, PfM18AAP inh 4, DNA FID counter -26, GPR7 antag 8, MEKK2mut PB1 HTS 5 and MEKK2wt PB1 HTS 110.
Screening CCOC(=O)C1=C2NC(=O)c3ccccc3N2C(=O)C1 returned NALP1 yeast inh 6, MEKK3 PB1 HTS 89, PHOSPHO1 block -38, OXTR agonist 0.3, PfM18AAP inh -5, DNA FID counter -12, GPR7 antag 2, MEKK2mut PB1 HTS -3 and MEKK2wt PB1 HTS 91.
Screening CS(=O)(=O)N(Cc1ccccc1)c1ccc(C(=O)Nc2cccnc2)cc1 returned NALP1 yeast inh 47, MEKK3 PB1 HTS 89, PHOSPHO1 block -1, OXTR agonist 2.0, PfM18AAP inh -2, DNA FID counter -18, GPR7 antag -12, MEKK2mut PB1 HTS 1 and MEKK2wt PB1 HTS 92.
